# Screening data: PubChem BioAssay, Broad Institute
# EZH2 inh = EZH2/PRC2 methyltransferase inhibitors, primary screen, biochemical, DELFIA time-resolved fluorescence, single point. PRC2 H3K27 methylation, DELFIA TRF, 1 h. inhibition, % at 12.5 µM. actives 0.35% (n = 57,000). AID 651548, 2012;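 active means mean inhibition of replicates at least 50% and every single replicate also reaching 50%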;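 further: dimethyl H3K27 on biotinylated H3 21-44 peptide detected by antibody; plate controls were median neutral control wells for no effect and median positive control wells for full effect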
# Target sequence (Q15910 whole entry, looked up): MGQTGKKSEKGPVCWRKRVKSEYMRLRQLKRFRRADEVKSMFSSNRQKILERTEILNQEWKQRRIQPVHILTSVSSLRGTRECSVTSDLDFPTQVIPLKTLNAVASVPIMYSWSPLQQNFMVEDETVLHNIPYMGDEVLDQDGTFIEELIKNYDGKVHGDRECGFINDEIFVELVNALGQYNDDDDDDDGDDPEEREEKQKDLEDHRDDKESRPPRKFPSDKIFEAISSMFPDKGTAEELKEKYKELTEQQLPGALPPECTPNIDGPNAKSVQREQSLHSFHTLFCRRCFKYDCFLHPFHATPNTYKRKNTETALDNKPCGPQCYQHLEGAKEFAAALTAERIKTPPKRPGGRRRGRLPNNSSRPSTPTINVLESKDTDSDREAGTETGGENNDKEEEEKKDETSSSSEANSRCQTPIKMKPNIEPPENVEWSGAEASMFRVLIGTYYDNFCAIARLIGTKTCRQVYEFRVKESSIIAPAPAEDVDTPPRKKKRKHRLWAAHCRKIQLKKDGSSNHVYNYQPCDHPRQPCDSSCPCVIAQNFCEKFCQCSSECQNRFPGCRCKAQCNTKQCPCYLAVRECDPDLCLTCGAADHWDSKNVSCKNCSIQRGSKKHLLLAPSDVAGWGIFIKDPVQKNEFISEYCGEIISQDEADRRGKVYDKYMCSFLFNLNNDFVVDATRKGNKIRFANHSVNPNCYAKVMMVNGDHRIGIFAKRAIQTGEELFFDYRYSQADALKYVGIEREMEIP
# IDH1 R132H inh = inhibitors of IDH1 R132H reductase, primary screen, biochemical, plate reader, single point; Isocitrate dehydrogenase [NADP] cytoplasmic (Homo sapiens), O75874; diaphorase/resazurin fluorescence, 60 min; inhibition, % at 10 µM; actives 0.18% (n = 70,000); in the data active means inhibition above about 34%;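 further: 0% = DMSO and 100% = no enzyme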
# Starred values were filed as active, the others as inactive; / = not tested or not shown. These rows are one share of the data. The share of hits here may be higher or lower than overall.
item	compound	EZH2 inh	IDH1 R132H inh
1	C[C@H]1CN([C@@H](C)CO)C(=O)c2cc(NC(=O)Cc3cn(C)c4ccccc34)ccc2O[C@@H]1CN(C)Cc1ccc(Cl)c(Cl)c1	/	-0.7
2	C[C@H](CO)N1C[C@H](C)[C@H](CN(C)C(=O)CCN(C)C)OCc2ccccc2-c2ccccc2C1=O	-0.1	-2.0
3	CC(C)NC(=O)N(C)C[C@H]1Oc2ccc(NC(=O)Cc3cn(C)c4ccccc34)cc2CC(=O)N([C@H](C)CO)C[C@@H]1C	-7.2	-20.4
4	C[C@H]1CN([C@@H](C)CO)C(=O)c2cccc(NS(=O)(=O)c3cn(C)cn3)c2O[C@H]1CN(C)CC1CCCCC1	-8.3	1.7
5	COc1ccc(S(=O)(=O)Nc2cccc3c2O[C@H](CN(C)Cc2ccc(C(=O)O)cc2)[C@@H](C)CN([C@@H](C)CO)C3=O)cc1	/	0.4
6	CS(=O)(=O)N(CC(=O)Nc1c(F)cccc1F)c1ccccc1	0.1	-0.1
7	NC(=O)CSc1nc2ccccc2n1CC(=O)N1CCCCC1	/	0.3
8	O=C(N[C@H]1C=C[C@@H](CC(=O)N2CCCCC2)O[C@@H]1CO)c1ccc2c(c1)OCO2	4.4	0.0
9	COCC(=O)Nc1ccc2c(c1)[C@@H]1C[C@H](CC(=O)NCc3ccncc3)O[C@H](CO)[C@@H]1O2	2.0	-2.7
10	CC(C)NC(=O)N(C)C[C@@H]1Oc2ncc(C3=CCCCC3)cc2C(=O)N([C@H](C)CO)C[C@H]1C	7.2	-0.6
11	C[C@H]1CN([C@@H](C)CO)C(=O)c2cc(NC(=O)Nc3ccc(F)cc3)ccc2O[C@H]1CN(C)CC1CCCCC1	22.0	/
12	C[C@@H]1CN([C@@H](C)CO)C(=O)Cc2cc(NC(=O)C3CCCCC3)ccc2O[C@@H]1CN(C)Cc1ccccc1	-23.4	6.4
13	CCOC(=O)CCS(=O)(=O)c1nc(-c2ccccc2)cc(C(F)(F)F)n1	-5.1	0.2
14	Cc1ccc(S(=O)(=O)NCC[C@H]2CC[C@@H](NC(=O)C3CCOCC3)[C@H](CO)O2)cc1	3.3	0.1
15	C[C@H]1CN([C@@H](C)CO)C(=O)c2cc(NS(=O)(=O)c3cccs3)ccc2O[C@@H]1CN(C)Cc1ccc(Cl)c(Cl)c1	26.6	/
16	C[C@@H]1CN([C@@H](C)CO)C(=O)c2cc(NS(=O)(=O)c3ccc(Cl)cc3)ccc2O[C@@H]1CN(C)Cc1ccc(Oc2ccccc2)cc1	/	0.2
17	COc1cc(NC(=O)CSc2ccccc2)c(C(=O)O)cc1OC	/	-1.9
18	COc1ccc(C(=O)NCC(=O)Nc2ccc(C)c(Cl)c2)cc1	-7.3	0.5
19	C[C@@H]1CN([C@H](C)CO)C(=O)c2cc(-c3ccc(F)cc3)cnc2O[C@@H]1CN(C)C(=O)Cc1ccccc1	7.7	-0.3
20	C[C@@H]1CCCCO[C@@H](CN(C)C(=O)NC2CCCCC2)[C@@H](C)CN([C@H](C)CO)C(=O)c2cc(NC(=O)NC3CCCCC3)ccc2O1	/	1.8
21	O=C(O)CCc1ccc(-c2cccs2)n1-c1cccc(C(F)(F)F)c1	-6.2	3.1
22	C[C@@H]1CN([C@H](C)CO)C(=O)c2cccc(NC(=O)Nc3ccc(C(F)(F)F)cc3)c2O[C@H]1CN(C)S(=O)(=O)c1cn(C)cn1	/	1.2
23	COc1ccc(NC(=O)N(C)C[C@@H]2Oc3c(NC(=O)c4cc(C)nn4C)cccc3C(=O)N([C@H](C)CO)C[C@@H]2C)cc1	-2.8	-0.6
24	COc1cccc(NC(=O)N[C@H]2CC[C@@H](CC(=O)N3CCOCC3)O[C@H]2CO)c1	6.5	0.0
25	CCCC#Cc1ccc2c(c1)O[C@H](CN(C)C(=O)C1CCC1)[C@H](C)CN([C@@H](C)CO)S2(=O)=O	-9.3	1.8

# Six entries picked at random from those above, as already listed:
item	compound	EZH2 inh	IDH1 R132H inh
24	COc1cccc(NC(=O)N[C@H]2CC[C@@H](CC(=O)N3CCOCC3)O[C@H]2CO)c1	6.5	0.0
12	C[C@@H]1CN([C@@H](C)CO)C(=O)Cc2cc(NC(=O)C3CCCCC3)ccc2O[C@@H]1CN(C)Cc1ccccc1	-23.4	6.4
23	COc1ccc(NC(=O)N(C)C[C@@H]2Oc3c(NC(=O)c4cc(C)nn4C)cccc3C(=O)N([C@H](C)CO)C[C@@H]2C)cc1	-2.8	-0.6
25	CCCC#Cc1ccc2c(c1)O[C@H](CN(C)C(=O)C1CCC1)[C@H](C)CN([C@@H](C)CO)S2(=O)=O	-9.3	1.8
13	CCOC(=O)CCS(=O)(=O)c1nc(-c2ccccc2)cc(C(F)(F)F)n1	-5.1	0.2
18	COc1ccc(C(=O)NCC(=O)Nc2ccc(C)c(Cl)c2)cc1	-7.3	0.5

# (next part)
item	compound	EZH2 inh	IDH1 R132H inh
26	C[C@H](CO)N1C[C@H](C)[C@@H](CN(C)C(=O)C2CCCCC2)Oc2ncc(Br)cc2C1=O	3.5	-2.3
27	CO[C@@H]1CN(C)C(=O)c2cc(NC(=O)NC(C)C)ccc2OC[C@H](C)N(C(=O)NC(C)C)C[C@@H]1C	-4.3	0.3
28	C[C@H](CO)N1C[C@H](C)[C@@H](CN(C)C(=O)Cc2ccccc2)Oc2ncc(-c3cncnc3)cc2C1=O	-2.1	-8.6
29	CO[C@H]1O[C@H](CO)[C@@H](OC(=O)Nc2ccc3c(c2)OCO3)[C@H](OC(=O)Nc2ccccc2)[C@@H]1OC(=O)Nc1ccccc1	-18.5	/
30	CC(C)c1cn(CC[C@H]2CC[C@H](NS(=O)(=O)c3ccc(Cl)cc3)[C@H](CO)O2)nn1	3.6	0.0
31	C[C@@H]1CN([C@@H](C)CO)C(=O)c2cc(C#CC(C)(C)O)cnc2O[C@@H]1CN(C)Cc1cncnc1	-9.5	3.0
32	COc1ccc(S(=O)(=O)N(C)C[C@@H]2Oc3c(NC(=O)c4ccncc4)cccc3C(=O)N([C@@H](C)CO)C[C@@H]2C)cc1	/	1.4
33	CCS(=O)(=O)CCn1c([N+](=O)[O-])cnc1C	23.5	0.8
34	COCC#Cc1cnc2c(c1)C(=O)N([C@H](C)CO)C[C@H](C)[C@@H](CN(C)C(=O)CN1CCOCC1)O2	-8.5	0.6
35	C[C@H](CO)N1C[C@H](C)[C@H](CN(C)Cc2ccncc2)Oc2ccc(N(C)C)cc2C1=O	-3.9	2.3
36	COc1ccc(OC)c(-c2cc(C(=O)NC(C)c3ccc(OC)c(OC)c3)c3ccccc3n2)c1 (centres undefined)	/	0.4
37	Cc1noc(C)c1NC(=O)NCC[C@@H]1CC[C@@H](NC(=O)Nc2cccc(Cl)c2)[C@H](CO)O1	-3.8	-0.3
38	C[C@H](CO)N1C[C@H](C)[C@@H](CN(C)C)Oc2c(NC(=O)Nc3ccc(C(F)(F)F)cc3)cccc2C1=O	/	1.2
39	C[C@@H](NC(=O)C[C@@H]1CC[C@@H](NC(=O)C2CCOCC2)[C@H](CO)O1)c1ccccc1	0.5	-0.3
40	C[C@@H]1CN([C@@H](C)CO)C(=O)c2cc(-c3ccccc3)cnc2O[C@H]1CN(C)C(=O)C1CCCCC1	-16.0	-0.8
41	COc1ccc(S(=O)(=O)Nc2ccc3c(c2)CC(=O)N([C@@H](C)CO)C[C@H](C)[C@H](CN(C)Cc2ccccc2)O3)cc1	2.9	2.6
42	C[C@@H]1CN([C@@H](C)CO)C(=O)Cc2cc(NC(=O)CCN3CCOCC3)ccc2O[C@H]1CN(C)Cc1ccc(C(=O)Nc2ccccc2N)cc1	/	0.1
43	C[C@H]1CN([C@@H](C)CO)C(=O)c2cccc(NC(=O)c3ccncc3)c2O[C@@H]1CN(C)Cc1ccc(C(=O)O)cc1	/	0.6
44	C/C=C/c1ccc2c(c1)O[C@@H](CN(C)CC1CCCC1)[C@H](C)CN([C@@H](C)CO)S2(=O)=O	8.6	0.1
45	C[C@H](CO)N1C[C@H](C)[C@H](CN(C)C(=O)Cc2ccccc2)OCCCC[C@H](C)Oc2ccc(NC(=O)c3ccccc3)cc2C1=O	/	-0.8
46	C[C@@H]1CN([C@@H](C)CO)C(=O)c2cc(NC(=O)Nc3ccc(F)cc3)ccc2O[C@@H](C)CCCCO[C@H]1CN(C)C(=O)Nc1cccc2ccccc12	/	-12.4
47	Cc1c(C(=O)Nc2nnc(SC/C=C/c3ccccc3)s2)oc2ccccc12	-5.1	0.0
48	C[C@@H]1CN([C@@H](C)CO)C(=O)c2cc(C#CC3(O)CCCC3)cnc2O[C@H]1CN(C)Cc1ccccn1	5.4	-0.8
49	C[C@H](CO)N1C[C@H](C)[C@H](CN(C)CC2CC2)Oc2cc(C#Cc3ccccc3)ccc2S1(=O)=O	-11.4	-2.5
50	C[C@H](O)C#Cc1ccc2c(c1)O[C@@H](CN(C)C(=O)C1CCC1)[C@H](C)CN([C@@H](C)CO)S2(=O)=O	-3.8	/
51	CC(C)CC#Cc1ccc2c(c1)O[C@H](CN(C)C(=O)Cc1ccncc1)[C@@H](C)CN([C@H](C)CO)S2(=O)=O	/	5.5
52	O=C(NCc1ccco1)c1cccc(NC(=O)c2ccco2)c1	-7.7	-0.5
53	Cc1ccc(N(CC(O)CN2C(=O)NC(C)(C)C2=O)S(=O)(=O)c2ccccc2)cc1 (centres undefined)	0.6	0.0
54	C[C@H](CO)N1C[C@H](C)[C@@H](CN(C)S(=O)(=O)c2cn(C)cn2)Oc2ccc(NS(=O)(=O)c3cccs3)cc2CC1=O	/	-0.5
55	C[C@H](CO)N1C[C@H](C)[C@@H](CN(C)Cc2ccc(Oc3ccccc3)cc2)Oc2c(NS(=O)(=O)c3ccccc3)cccc2C1=O	/	3.3
56	C[C@H](CO)N1C[C@H](C)[C@H](CN(C)C(=O)c2ccccc2)Oc2ncc(-c3ccc(C#N)cc3)cc2C1=O	/	1.2
57	C[C@H]1CN([C@@H](C)CO)C(=O)c2cc(C#CC3CC3)cnc2O[C@@H]1CN(C)C	-9.8	0.0
58	Cc1ccc(S(=O)(=O)N(C)C[C@H]2Oc3ncc(-c4ccncc4)cc3C(=O)N([C@@H](C)CO)C[C@@H]2C)cc1	/	-0.2
59	C/C=C/c1cnc2c(c1)C(=O)N([C@H](C)CO)C[C@H](C)[C@H](CN(C)Cc1ccc(F)cc1)O2	/	-0.3
60	C[C@H](CO)N1C[C@H](C)[C@@H](CN(C)S(=O)(=O)c2ccc(Cl)cc2)Oc2ccc(NC(=O)CCCCCC(=O)Nc3ccccc3N)cc2CC1=O	/	-0.3
61	O=C(CSc1nc2[nH]ncc2c(=O)n1-c1ccccc1)c1ccc2c(c1)OCCO2	-0.5	-0.4
62	C[C@@H]1CCCCO[C@@H](CN(C)S(=O)(=O)c2ccc(F)cc2)[C@@H](C)CN([C@H](C)CO)C(=O)c2cc(NC(=O)Nc3cccc4ccccc34)ccc2O1	/	0.9
63	C[C@H](CO)N1C[C@H](C)[C@@H](CN(C)Cc2ccc3cccnc3c2)OCc2cn(nn2)CCCC1=O	4.6	2.3
64	C[C@@H]1CN([C@@H](C)CO)C(=O)c2cc(NS(=O)(=O)c3cn(C)cn3)ccc2O[C@@H]1CN(C)Cc1ccc2c(c1)OCO2	/	-0.9
65	CCC(=O)Nc1ccc2c(c1)OC[C@@H](C)N(C(=O)c1cccnc1)C[C@H](C)[C@@H](OC)CN(C)C2=O	5.7	0.0
66	Cc1cccc(OCC(=O)Nc2cc(-c3nc4cc(Cl)ccc4o3)ccc2C)c1	-13.0	0.6
67	C[C@@H]1CN([C@@H](C)CO)S(=O)(=O)c2ccc(C#CC3CC3)cc2O[C@H]1CN(C)Cc1cccnc1	13.5	/
68	CN1CCN(C(=O)C2=C[C@@H](c3ccc4c(c3)OCO4)C[C@@H](OCc3ccc(CO)cc3)O2)CC1	5.3	/
69	C[C@@H]1CN([C@@H](C)CO)C(=O)c2cc(C3=CCCC3)cnc2O[C@H]1CN(C)C(=O)C1CCC1	1.4	-0.3
70	CCC(=O)N(C)C[C@H]1Oc2ncc(/C=C/c3ccccc3)cc2C(=O)N([C@@H](C)CO)C[C@H]1C	/	1.0
71	C[C@@H]1CN([C@H](C)CO)C(=O)c2cccc(NC(=O)Nc3ccc(F)cc3)c2O[C@H]1CN(C)C(=O)Nc1ccc(C(F)(F)F)cc1	/	-2.0
72	COc1ccccc1NC(=O)C(Cc1ccccc1)N1C(=O)C2C3c4ccccc4C(c4ccccc43)C2C1=O (centres undefined)	-2.2	0.1
73	C[C@@H]1CN([C@H](C)CO)C(=O)CCCn2cc(nn2)CO[C@@H]1CN(C)Cc1ccc(Oc2ccccc2)cc1	3.2	2.9
74	O=C(CCN1CCCCC1)N[C@H]1CC[C@H](CC(=O)N2CCC(Cc3ccccc3)CC2)O[C@H]1CO	3.7	-1.0
75	O=C(C[C@H]1C[C@@H]2c3cc(NC(=O)Nc4ccccc4)ccc3O[C@@H]2[C@H](CO)O1)NCc1ccccn1	5.6	0.1

# The results go on.
item	compound	EZH2 inh	IDH1 R132H inh
76	CCCNC(=O)Nc1ccc2c(c1)OC[C@@H](C)N(C(=O)c1ccccc1F)C[C@H](C)[C@H](OC)CN(C)C2=O	20.7	-0.2
77	CC(C)NC(=O)N(C)C[C@@H]1Oc2ccc(NC(=O)Cn3cnnn3)cc2C(=O)N([C@H](C)CO)C[C@@H]1C	/	0.6
78	C[C@@H]1CN([C@H](C)CO)C(=O)c2cc(-c3cccc(F)c3)cnc2O[C@@H]1CN(C)C(=O)Nc1ccccc1F	/	-0.1
79	CNC[C@H]1OCCCC[C@@H](C)Oc2ccc(NC(=O)Nc3ccc(OC)cc3)cc2C(=O)N([C@H](C)CO)C[C@H]1C	-15.4	5.9
